# Screening results (PubChem BioAssay)
# TRPML3 ag: human TRPML3 channel agonists, primary screen, cell-based, HEK293 TRPML3-YFP, Fluo-8 calcium fluorescence, 3 µM | Mucolipin-3 (Homo sapiens), Q8TDD5 | 100% = the carbachol control signal | activation, % at 3 µM | 0.29% of 220,000 active | AID 1448, 2008;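 active = activation above its plate's cutoff, the mean activation of the plate's test wells plus 3 SD, cut at about 12% in these data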;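 note: 0% = DMSO only wells and 100% = carbachol wells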
# Target sequence (Q8TDD5 whole entry, looked up): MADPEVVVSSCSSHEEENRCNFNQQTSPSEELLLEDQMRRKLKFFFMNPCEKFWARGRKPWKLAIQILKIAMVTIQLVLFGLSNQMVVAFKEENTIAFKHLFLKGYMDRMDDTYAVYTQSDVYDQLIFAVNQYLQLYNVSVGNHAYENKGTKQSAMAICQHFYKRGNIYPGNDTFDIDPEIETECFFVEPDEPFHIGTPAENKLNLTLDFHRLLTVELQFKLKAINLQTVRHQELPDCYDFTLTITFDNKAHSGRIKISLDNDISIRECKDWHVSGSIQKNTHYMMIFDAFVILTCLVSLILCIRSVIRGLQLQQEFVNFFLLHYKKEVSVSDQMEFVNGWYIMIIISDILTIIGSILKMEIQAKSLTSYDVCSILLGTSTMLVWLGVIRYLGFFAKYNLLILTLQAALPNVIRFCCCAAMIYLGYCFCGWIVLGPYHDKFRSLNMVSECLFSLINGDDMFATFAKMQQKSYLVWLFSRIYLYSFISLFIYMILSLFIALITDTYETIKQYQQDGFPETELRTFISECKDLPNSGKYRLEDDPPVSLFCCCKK
#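 Material: TRPML3-YFP stable HEK293 cells | Dosing: One concentration, 3 µM nominal, 0.3% DMSO | Timing: 125 s total fluorescence read per well | Technique: Fluo-8 calcium dye fluorescence, ex 470-495, em 515-575 nm | Measure: Percent activation from peak-to-basal fluorescence ratio, scaled between DMSO and carbachol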
# 14-3-3 Bad inh: inhibitors of 14-3-3 zeta/Bad binding, primary screen, biochemical, TR-FRET, bovine 14-3-3 zeta | 14-3-3 protein zeta/delta (Bos taurus), P63103 | TR-FRET 14-3-3zeta/Dy647-pBad peptide displacement, 1 h | inhibition, % at 21.7 µM | 0.71% of 220,000 active;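 active = inhibition above about 70%, limit read from the data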;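 note: 0% = full 14-3-3 plus peptide FRET controls and 100% = background without 14-3-3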
# EP2 modulator: EP2 receptor modulators, cAMP readout, primary screen, cell-based, HTRF cAMP, PGE2 stimulation; Prostaglandin E2 receptor EP2 subtype (Homo sapiens), P43116; EP2-expressing cells, cAMP HTRF FRET, PGE2 co-stimulation; induction, % at 25 µM; 0.83% of 260,000 active; AID 940, 2007;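 active = compounds whose cAMP rise, as percent of the full-agonist control response, exceeds 60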;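 note: rat C6 glioma line stably carrying human EP2 under a CMV promoter; the protocol text gives 20 µM as final concentration; 100% = response of wells given 1 µM PGE2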
# Target sequence (P43116 whole entry, looked up): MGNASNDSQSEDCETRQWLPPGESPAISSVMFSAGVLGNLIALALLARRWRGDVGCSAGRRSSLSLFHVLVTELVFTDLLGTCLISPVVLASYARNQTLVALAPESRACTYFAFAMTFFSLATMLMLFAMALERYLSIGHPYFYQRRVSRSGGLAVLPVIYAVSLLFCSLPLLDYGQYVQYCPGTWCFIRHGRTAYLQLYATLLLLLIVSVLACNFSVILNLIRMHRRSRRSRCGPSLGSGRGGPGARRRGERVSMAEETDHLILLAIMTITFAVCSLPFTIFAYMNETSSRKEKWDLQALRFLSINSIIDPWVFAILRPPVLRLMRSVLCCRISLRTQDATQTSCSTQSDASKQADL
# NPY-Y1 PAM-ag: NPY-Y1 receptor potentiators or agonists, primary screen, cell-based. activation, % at 3.6 µM. 0.37% of 220,000 active. NPY-Y1 expressing cells, potentiator/agonist activation. Neuropeptide Y receptor type 1 (Homo sapiens), P25929; in the data active = activation above about 33%, passing the limit was not always enough;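 note: cells stimulated with NPY at EC10 then isoproterenol at EC100; 0% = low agonist plus stimulus and 100% = saturating agonist plus stimulus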
# EP2 antag: human EP2 receptor antagonists, primary screen, TR-FRET cAMP, C6 glioma cells | Prostaglandin E2 receptor EP2 subtype (Homo sapiens), P43116 | 0.52% of 260,000 active | inhibition, % at 25 µM | C6 glioma cells expressing human EP2; cells stimulated with saturating PGE2;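 active = percent inhibition above 40 after rounding to a whole number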;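 note: rat C6 glioma host cells with rolipram phosphodiesterase inhibitor present; the protocol text gives 20 µM as final concentration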
# CHOP inhibitor: inhibitors of CHOP promoter induction, primary screen, cell-based, unfolded protein response, luciferase reporter | CHO-K1 CHOP-promoter luciferase, tunicamycin-induced, 15-18 h | inhibition, % at 10 µM | 3.8% of 220,000 active | AID 2732, 2010;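 active = compounds that reduced the stress-induced luciferase reporter signal by more than about 70% of percent inhibition, limit read from the data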;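 note: 0% = tunicamycin plus vehicle and 100% = wells without tunicamycin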
# NPY-Y1 antag: NPY-Y1 receptor antagonists, primary screen, cell-based | 1% of 200,000 active | HEK293-CNG Y1 cells, membrane potential fluorescence; NPY at EC95, then isoproterenol | inhibition, % at 3.6 µM | Neuropeptide Y receptor type 1 (Homo sapiens), P25929 | AID 1040, 2008;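 active = inhibition above the campaign mean inhibition of all tested compounds plus 3 SD, cut at about 20% in these data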;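 note: 0% = DMSO wells given NPY plus isoproterenol and 100% = isoproterenol alone without NPY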
#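 Test system – HEK293 Y1/CNG channel cell line · Also added – NPY agonist 25 nM, then isoproterenol 1 µM plus Ro 20-1724 25 µM · Compound dosing – one concentration, 3.6 µM, in 0.4% DMSO · Schedule – compound incubation 1 h at room temperature, readout 45 min post-stimulation · Technique – fluorescence, membrane potential probe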
# TRPN1 ag: zebrafish TRPN1 channel agonists, primary screen, cell-based, HEK293, calcium fluorescence; activation, % at 3 µM; HEK293 zebrafish TRPN1-YFP, Fluo-8 calcium fluorescence; 100% = response to 87 µM carbachol; 0.18% of 220,000 active; transient receptor potential cation channel N1 (TRPN1/NompC), Danio rerio;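 active = activation above its plate's cutoff, the mean activation of test wells on that plate plus 3 SD, cut at about 19% in these data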;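 note: 0% = DMSO alone and 100% = 87 µM carbachol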
#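 Material: zebrafish TRPN1-YFP in HEK293 cells; Doses: single test compound dose, 3 µM nominal, 0.3% DMSO; Timing: dye loading 1 h at 37 °C, then 30 min room temperature; Technique: intracellular calcium fluorescence with Fluo-8; Benchmarks: high carbachol 87 µM, low DMSO alone.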
# PPC-1+TRAIL kill: compounds killing PPC-1 cancer cells with TRAIL present, primary screen, TRAIL potentiator project, ATPLite luminescence, uHTS; 0.41% of 220,000 active; PPC-1 cells + TRAIL, ATPLite viability luminescence; cell killing (% activity), % at 4 µM; AID 1443, 2008;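 active = cell killing above 50% in the first pass at 4 µM, then a duplicate retest at 5 µM averaging 50% or more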;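 note: plate controls were cells with TRAIL plus DMSO for no effect and medium-only wells lacking cells for full effect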
# An asterisk follows results filed as active; x = not tested or not shown; & = joins results of further samples; [ ] = remark or other dose. An excerpt; count on the stated rates, not on these rows.
SMILES,TRPML3 ag,14-3-3 Bad inh,EP2 modulator,NPY-Y1 PAM-ag,EP2 antag,CHOP inhibitor,NPY-Y1 antag,TRPN1 ag,PPC-1+TRAIL kill
COc1c2ccoc2nc2c(OC)c(OCC(O)C(C)(C)O)ccc12 (centres undefined),-0.3,2[fluorescence artefact?],-22&-14,-13,13&13,-5,4,-0.7,-8
Cc1cc(N2CC(C(=O)NCc3cccs3)CC2=O)ccc1C(C)C (centres undefined),0.3,-8,-30,-19,10,20,1,-0.1,8
Cc1ccc(OCC(=O)c2cc(C)n(Cc3cccs3)c2C)c([N+](=O)[O-])n1,3.1,-15,-25,-14,10,59,6,6.5,-12
CC(=O)N(Cc1ccccc1)Cc1cn(CCC#N)nc1-c1cccc([N+](=O)[O-])c1,0.8,-7,39,16,6,-17,4,-0.1,13
CC(=O)c1sc2nc(C)cc(C)c2c1N,0.1,-19,17,-30,5,15,-4,-0.9,-7
CCCCNC(=O)c1ccccc1Cl,0.8,4,29,0,6,-14,1,0.0,7
CCCc1nc2ccc(NC(=O)c3ccco3)cc2c(=O)n1Cc1ccccc1Cl,0.3,11,-3,-17,5,3,-1,0.1,-11
CCOc1ccc(NC(=O)C(=O)NCC2CCCN2CC)cc1 (centres undefined),-0.2,-5,8&0,-9,11&3,30,0,1.0,-1
N=C1/C(=C\c2ccc(OCc3ccccc3)cc2)C(=O)N=C2SC(N3CCCC3)=NN12,-0.1,-7,-17,2,14,2,1,-2.6,10
COC(=O)c1c(Cl)c2n3ccccc3c(C)c(-c3ccccc3)c-2c1C(=O)OC,0.4,0[fluorescence artefact?],36,-7,14,-53,0,2.4,12
O=C(CN(Cc1cccs1)C(=O)c1csnn1)NC1CCCC1,0.1,0,-15&-2,-20,9&9,-12,6,-1.6,-5
CCNc1nc(Oc2ccc(F)cc2)cc(C(F)(F)F)n1,0.4,2,53,5,2,52,6,1.7,4
Cn1c(Cn2cnc([N+](=O)[O-])n2)nnc1SCC(=O)Nc1ccc(Br)cc1,0.3,-7,-17,13,4,18,-5,-2.8,1
Cc1ccc(-c2nnc(Nc3ccccc3)o2)cc1,-0.1,3,15,-3,5,84*,3,-0.3,84*[5 µM]
O=C(CN1C(=O)c2ccccc2S1(=O)=O)NC1CC2CCC1C2 (centres undefined),0.8,4,6,19,7,0,4,-0.5,10
COc1ccc(S(=O)(=O)Nc2ccc3c(c2)COC3=O)cc1OC,0.2,2,2,2,1,-43,8,-0.8,-3
CN(C)C(=S)NCc1ccccc1,0.4,10,1,24,8,-7,3,0.8,13
CC(=O)N1CCc2cc(S(=O)(=O)NCCCN3CCN(Cc4ccccc4)CC3)ccc21,-0.1,6[fluorescence artefact?],3,-6,x,-11,4,0.6,-30
COc1ccc(/C=C/c2ccc(=O)n(Cc3ccccc3)n2)cc1,-0.4,-5,-72,6,8,50,8,-0.7,11
CCCNC(=O)C(=O)NCC1CCCN1CC (centres undefined),0.8,-7,-10&6,13,7&11,-1,-1,-0.3,6
O=C(Cn1c(-c2ccccc2)noc1=O)Nc1ccc(S(=O)(=O)N2CCOCC2)cc1,3.0,8,-18,-1,6,16,2,4.9,5
O=C(CN1CCOCC1)N1CCN(c2ccc([N+](=O)[O-])cc2)CC1,1.2,-16,14,-7,5,16,-1,0.1,x
O=c1cc(-c2ccccc2)nc(/C=C/c2ccccc2)[nH]1,0.5,3,-15,-5,1,-11,x,0.3,8
Cc1nn2c3ccccc3n(CCN3CCCCC3)c2nc1=O,0.8,2,24,15,8,-7,1,1.0,24
N#Cc1nc(COc2ccccc2)oc1NCCN1CCOCC1,0.6,1,-6,2,12,2,4,-0.8,-14

# Next section
SMILES,TRPML3 ag,14-3-3 Bad inh,EP2 modulator,NPY-Y1 PAM-ag,EP2 antag,CHOP inhibitor,NPY-Y1 antag,TRPN1 ag,PPC-1+TRAIL kill
CCOC(=O)C1CCCN(c2ncnc3c2cnn3-c2ccc(OC)cc2)C1 (centres undefined),0.5,2,-20,-5,6,-4,5,0.4,4
O=C(NCc1ccc2c(c1)OCO2)C1CCCN1C(=O)Nc1cccc(Cl)c1 (centres undefined),0.5,12[fluorescence artefact?],-5,-7,5,0,-6,-0.4,1
CC1CCN(C(=O)CSc2nc3cccnc3n2C)CC1,0.1,-5[fluorescence artefact?],11&-22,4,11&1,-32,-4,0.2,7
Cc1ccc(-c2nc3ncccn3c2NC2CCCCC2)o1,0.0,5,-12,6,16,19,6,-1.2,15
O=S(=O)(c1ccc2nc(-c3ccccc3)[nH]c2c1)N1CCN(c2ccc(Cl)cc2)CC1,-0.3,3[fluorescence artefact?],-49,6,7,105*,-8,0.7,16
C=CCc1ccccc1OCCNCCCOC,0.5,30,14,-23,9,-38,7,-0.5,12
C=C1C(=O)O[C@H]2C1CC[C@@](C)(O)C13C=CC(C)(C21)C1(C3)C(=O)O[C@@H]2C3C(C)=CCC3[C@](C)(O)C[C@H](OC(C)=O)C21 (some centres undefined),0.5,2,-14,-16,6,-33,-3,-0.9,12
CCOCCCNC(=O)NC(=O)CN1CCN(S(=O)(=O)c2ccc3c(c2)OCCO3)CC1,0.9,-10,31,-7,7,-1,-5,0.5,-1
CCc1nc(NCc2ccccn2)c2oc3ccccc3c2n1,x,61[fluorescence artefact?],-11,x,23,66,x,x,x
CC(C)CN(C(=O)CN1CCC(C)CC1)c1c(N)n(CC(C)C)c(=O)[nH]c1=O,0.7,-2,-23,21,6,2,1,-0.1,3
COc1ccc2nc(Nc3nc(C)c(CCC(C)C)c(=O)[nH]3)nc(C)c2c1,0.6,-14,-31,-14,7,62,2,0.1,18
CN1\C(=C/C=C/C=C/C=[N+](C)C)C(C)(C)c2ccccc21,6.9,-80,-63,3,33,55,151*,15,4
CCNC(=O)N1c2ccccc2Sc2ccccc21,-0.1,-13,-43,16,14,8,-5,-0.5,-6
COc1ccc(OC)c(NC(=O)CCN2CCCCCC2)c1,0.1,18,-2,-18,10,25,0,0.3,16
COc1ccc(OC)c(NC(=O)CNC(=O)Cn2c(C)cc3ccccc3c2=O)c1,-0.1,-22,3,-6,12,4,7,-1.1,-11
CCOC(=O)C1=C(C)NC(=O)C(C(N)=O)C1c1ccccc1 (centres undefined),0.4,x,x,-4,15,x,-9,1.0,-2
S=c1[nH]nc(-c2cc3c(s2)-c2ccccc2CC3)o1,0.0,-8[fluorescence artefact?],-5,-25,15,13,6,-2.0,21
CC1(C)NC(=O)N(CCCOc2ccc3c(c2)CCC3)C1=O,1.6,5,1,-13,6,-9,-3,3.6,7
O=C(/C=C/Nc1ccc(S(=O)(=O)Nc2cnc3ccccc3n2)cc1)c1ccccc1,-0.2,-2,-54,4,8,-13,x,1.5,4
Cc1cc(N2CCCCC2)nc(NCc2ccccc2)n1,6.3,-3[fluorescence artefact?],-38,-23,32,25,9,47*,15
O=C(Nc1ccccc1Oc1ccccc1)C1CCCC1,-0.6,5,61*,-3,7,37,6,-2.0,17
Cc1ccc(NC(=O)N2CCC(C(N)=O)CC2)cc1,0.2,7,1,2,7,-5,-2,0.6,15
O=C(N/N=C/c1cccnc1)NC12CC3CC(CC(C3)C1)C2,0.3,-4,-29,-11,14,9,x,1.3,2
N#Cc1ccsc1NC(=O)CN1CCN(S(=O)(=O)c2cc(Cl)ccc2Cl)CC1,0.1,-5,-18,-26,7,0,1,0.9,11
CCOCCCNC(=O)CS(=O)(=O)Cc1nc(-c2cccc(OC)c2)oc1C,0.0,-6,-4,-7,2,25,5,-0.1,3

# New compounds follow.
SMILES,TRPML3 ag,14-3-3 Bad inh,EP2 modulator,NPY-Y1 PAM-ag,EP2 antag,CHOP inhibitor,NPY-Y1 antag,TRPN1 ag,PPC-1+TRAIL kill
CCCCc1ccc(-c2ccc(C)cc2O)nc1,0.9,-9,5,-16,11,28,6,-1.1,34
O=[N+]([O-])c1ccc(S(=O)(=O)N/N=C/c2cccs2)cc1,-0.1,12,3,10,4,15,-2,-0.4,4
COc1ccc2c(c1)[nH]c1c(=O)n(CCN3CCCC3)cnc12,0.2,-4[fluorescence artefact?],-29,11,11,-1,3,-0.1,21
COc1ccc(CN2CCN(C3CCSCC3)CC2CCO)c(C)c1C (centres undefined),1.4,8,-26,-22,7,15,3,0.0,4
Cc1ccc(S(=O)(=O)NC(=O)Nc2c(C)n(C)n(-c3ccccc3)c2=O)cc1,0.1,6,13,-17,7,-35,-6,-0.1,-11
Cc1ccc2nc(Cl)nc(-c3ccccc3)c2c1,0.3,4,52,-19,9,33,7,-1.1,14
O=C(CSc1nc2ccc(NC(=O)C3CCCCC3)cc2s1)NCC1CCCO1 (centres undefined),1.4,5[fluorescence artefact?],-46,-27,7,-24,1,2.6,10
CCCN(CC(=O)Nc1ccc(Cl)cc1Cl)C(=O)/C=C/c1ccco1,-0.6,-10,2,-18,13,39,6,-0.9,5
Cn1c(Cn2cnc3ccccc32)nc2ccccc21,0.9,-2,2,-2,27,10,-3,2.6,-14
O=C(CCN1C(=O)c2ccccc2C1=O)Nc1cccc(S(=O)(=O)N2CCCCC2)c1,1.2,4,0,16,3,19,7,0.7,-12
CCOc1cccc(=O)c2c(C)oc(C)c12,0.1,9,27,-9,16,-9,3,-0.7,18
COc1ccc(CNC(=O)COC(=O)c2ccc(Br)cc2)cc1,0.7,-8,14,-6,7,28,7,-0.3,16
COC(=O)c1cc2occc2n1CC(=O)Nc1cc(OC)cc(OC)c1,-0.9,-12[fluorescence artefact?],13,13,10,1,-1,0.2,-8
O=C(NC1CCCC1)C(c1cccs1)N(CC1CCCO1)C(=O)Cc1cccs1 (centres undefined),-0.4,2,25,-14,8,-1,26*,1.2,11
Cc1nn(CC(=O)N2CC(=O)Nc3ccccc32)c(C)c1[N+](=O)[O-],0.8,-5,9,-6,5,0,2,1.3,11
